hgDAF-12 ag: H. glycines DAF-12 receptor agonists, primary screen, cell-based, luminescence, HEK293, GAL4 fusion, UAS-luciferase; Nuclear hormone receptor DAF-12 (Heterodera glycines), GAL4 fusion; HEK293 GAL4-hgDAF12 UAS-luciferase reporter, agonist luminescence; normalized to butyrate control; activation, % at 6.8 µM; actives 1.8% (n = 370,000); AID 687014, 2013;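 active = activation above a cutoff set at the mean of all screened compounds plus 3 SD, cut at about 10% in these data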;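 note: 0% = DMSO wells and 100% = sodium butyrate wells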
DAX1 inh-1: DAX1 (NR0B1) inhibitors on StAR promoter, primary screen, cell-based, luminescence, SF-1 (NR5A1), full-length DAX-1; HEK293T StAR-luciferase reporter, SF-1/DAX-1 repression relief; inhibition, % at 6.8 µM; actives 1.1% (n = 370,000); AID 652010, 2013;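 active = inhibition above the mean over all tested compounds plus 3 SD, cut at about 3.6% in these data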;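 note: 0% = DAX-1 cells with DMSO and 100% = cells lacking DAX-1 with DMSO; higher inhibition means more luminescence from relief of DAX-1 repression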
DAX1 inh-2: DAX1 (NR0B1) inhibitors, primary screen, cell-based, HEK293, Gal4-DAX1, luciferase luminescence. Nuclear receptor subfamily 0 group B member 1 (Homo sapiens), P51843. HEK293 Gal4-DAX1 luciferase reporter. inhibition, % at 6.75 µM. actives 0.99% (n = 340,000). AID 504766, 2011;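 active = inhibition above the mean over all tested compounds plus 3 SD, cut at about 4.2% in these data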;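 note: 0% = DAX1-transfected cells with DMSO and 100% = empty-vector control cells with DMSO; inhibition shows as a rise in luminescence from relieved DAX1 repression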
Target sequence (P51843 207-470 limits assumed): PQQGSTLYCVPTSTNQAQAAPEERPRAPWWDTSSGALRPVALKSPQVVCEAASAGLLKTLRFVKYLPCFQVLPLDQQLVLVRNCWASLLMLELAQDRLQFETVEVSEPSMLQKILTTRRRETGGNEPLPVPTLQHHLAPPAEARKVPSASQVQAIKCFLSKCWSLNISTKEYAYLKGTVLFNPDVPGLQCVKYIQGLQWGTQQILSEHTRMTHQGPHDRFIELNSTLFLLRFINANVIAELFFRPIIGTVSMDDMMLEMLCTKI
proKLK7 act: proKLK7 zymogen activators, primary screen, biochemical, fluorescence intensity; Kallikrein-7 (Homo sapiens), P49862; purified proKLK7, EDANS-DABCYL substrate fluorescence; 100% is mature enzyme control, 0% vehicle; activation, % at 7 µM; actives 0.9% (n = 370,000);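 active = activation above the mean of all tested compounds plus 3 SD, computed per campaign excluding outliers beyond control limits, cut at about 13% in these data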
Target sequence (P49862 whole entry, looked up): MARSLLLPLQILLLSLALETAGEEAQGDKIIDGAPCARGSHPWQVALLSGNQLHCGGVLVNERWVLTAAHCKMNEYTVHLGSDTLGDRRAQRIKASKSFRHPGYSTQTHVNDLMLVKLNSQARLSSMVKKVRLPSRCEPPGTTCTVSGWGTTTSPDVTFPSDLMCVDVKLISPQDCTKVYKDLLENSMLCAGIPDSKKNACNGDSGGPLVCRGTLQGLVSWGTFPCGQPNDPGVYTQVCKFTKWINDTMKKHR
ssDAF-12 act: S. stercoralis DAF-12 nuclear receptor activators, primary screen, cell-based, luminescence, HEK293, GRIP1 co-expression, lit1-tk-luc; Nuclear hormone receptor DAF-12 (Strongyloides stercoralis); HEK293 ssDAF-12/GRIP1 lit1-tk-luc reporter; % of 3 µM dafachronic acid response; activation, % at 6.8 µM; actives 1% (n = 370,000); AID 652126, 2013;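 active = activation above the mean over all tested compounds plus 3 SD, cut at about 0.9% in these data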;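 note: 0% = DMSO-only wells and 100% = 3 µM delta7-dafachronic acid wells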
SMARCA2 act: SMARCA2 (BRM) function activators, primary screen, cell-based, luminescence, high throughput; activation, % at 9.1 µM; MG213 cells, MMTV-luciferase reporter, dexamethasone, overnight; actives 1% (n = 370,000); in the data active = activation above about 7.8%;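 note: 0% = vehicle wells and 100% = reference activator wells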
HGIII-sPLA2 inh: human group III sPLA2 inhibitors, primary screen, biochemical, QFRET, BODIPY PC-A2 liposome substrate. QFRET BODIPY PC-A2 liposome hydrolysis, fluorescence. inhibition, % at 12.2 µM. actives 0.56% (n = 370,000);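 active = inhibition above mean plus 3 SD of compounds lying within the high and low control bounds, cut at about 19% in these data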;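 note: 0% = median of test compound wells and 100% = no enzyme DMSO wells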
Target sequence (Q9NZ20 whole entry, looked up): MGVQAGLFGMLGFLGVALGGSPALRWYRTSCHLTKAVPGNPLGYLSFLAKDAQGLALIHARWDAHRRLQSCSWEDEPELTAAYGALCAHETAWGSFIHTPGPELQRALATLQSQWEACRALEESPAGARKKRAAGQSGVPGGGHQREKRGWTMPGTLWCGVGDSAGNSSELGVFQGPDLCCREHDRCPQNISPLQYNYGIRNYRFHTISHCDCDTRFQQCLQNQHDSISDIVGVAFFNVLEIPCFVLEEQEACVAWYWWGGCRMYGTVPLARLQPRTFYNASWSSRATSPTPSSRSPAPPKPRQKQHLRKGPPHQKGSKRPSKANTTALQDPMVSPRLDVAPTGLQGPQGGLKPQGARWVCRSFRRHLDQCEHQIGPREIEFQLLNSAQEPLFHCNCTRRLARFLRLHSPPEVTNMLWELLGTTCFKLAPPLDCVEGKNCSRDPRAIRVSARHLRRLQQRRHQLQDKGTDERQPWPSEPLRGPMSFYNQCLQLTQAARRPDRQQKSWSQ
hcDAF-12 act: H. contortus DAF-12 nuclear receptor activators, primary screen, cell-based, luminescence, HEK293, lit1-tk-luc reporter; AID 652067, 2013; activation, % at 6.8 µM; actives 1.4% (n = 370,000); HEK293 hcDAF-12 lit1-tk-luc reporter; 0% DMSO, 100% Δ7-dafachronic acid;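 active = activation above the mean of all tested compounds plus 3 SD, cut at about 5.5% in these data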;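 note: 100% = response to 3 µM Δ7-dafachronic acid high control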
GC-A act: GC-A stimulated cGMP production enhancers – HEK293 GC-A cells, cGMP TR-FRET, EC30 ANP, primary screen. actives 0.14% (n = 370,000). 0% at EC30 ANP, 100% saturating ANP. activation, % at 10 µM. Atrial natriuretic peptide receptor 1 (Homo sapiens), P16066. AID 1671463, 2021; in the data active = activation above about 40%
NPR2 activator: human GC-B receptor activators, primary screen, HEK293 GC-B cells, cGMP TR-FRET, EC30 CNP | Atrial natriuretic peptide receptor 2 (Homo sapiens), P20594 | 0% at EC30 CNP, 100% saturating CNP | activation, % at 10 µM | actives 0.11% (n = 370,000);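 active = activation at 10 µM reaching about 35% in either raw or pattern-adjusted values, limit read from the data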
GAA850 FXN act: FXN promoter activators, primary screen, cell-based, luciferase luminescence, HEK293 lucGAA850 | HEK293 lucGAA850 FXN promoter luciferase reporter, 24 h; percent of 10 µM SAHA response | actives 0.56% (n = 360,000) | activation, % at 6 µM;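 active = activation above the average of all compounds screened plus 3 SD, cutoff fixed separately per campaign, cut at about 7.5% in these data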;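 note: 0% = DMSO wells and 100% = 10 µM SAHA wells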
* hit, by the source's call; . = not tested or not shown.

SMILES	hgDAF-12 ag	DAX1 inh-1	DAX1 inh-2	proKLK7 act	ssDAF-12 act	SMARCA2 act	HGIII-sPLA2 inh	hcDAF-12 act	GC-A act	NPR2 activator	GAA850 FXN act
O=C(CCNC(=O)C1CCN(S(=O)(=O)c2ccccc2)CC1)NCc1cccc(C(F)(F)F)c1	-2.2	-0.3	1.1	0.3	-1.2	-1.1	-4.1	-1.6	-4.3	-0.8	0.2
O=C(NCC1CC1)c1ccccc1Cl	1.3	0.3	0.1	0.4	-1.2	-2.1	-3.9	-1.0	-1.9	-4.2	1.6
O=C(O)C[C@H]1c2ccccc2S(=O)(=O)N1c1ccccc1	3.3	0.8	0.0	-0.1	-1.2	-0.1	5.1	-1.6	2.2	0.5	-0.3
CC(NC(=O)CN1C(=O)NC(C)(C2CC2)C1=O)c1ccc(F)cc1 (configuration not stated)	-1.1	0.7	0.5	1.2	-0.6	6.2	4.5	-1.3	4.6	5.8	2.0
Cc1cc(C)nc(SCNC(=O)c2ccc(Cl)cc2)n1	-1.0	0.0	-1.0	-0.4	-0.9	-1.2	4.7	-0.1	0.3	1.4	-1.2
CCCCCNC(=O)c1ccc2c(=O)n(CC3CCCO3)c(=O)[nH]c2c1 (configuration not stated)	2.7	-0.5	0.1	-5.3	-1.0	3.4	-1.6	0.7	4.3	5.0	0.6
Cc1cccc(C(=O)NCc2nnc(SCc3ccc(F)cc3)n2C)c1	0.2	-0.5	-0.8	-0.6	-1.4	-1.6	4.3	0.9	-2.8	-3.0	-1.1
Cc1ccc(C(=O)NCc2ccc3c(c2)OCO3)cc1S(=O)(=O)N1CCCCC1	-0.1	0.0	-0.9	0.0	-1.6	-1.4	-6.4	-0.4	3.4	4.8	2.3
Cc1ccc(NC(=O)c2nc(S(=O)(=O)Cc3ccccc3)ncc2Cl)cc1	0.7	2.3	0.5	-0.5	-0.2	-8.2	-10.1	-0.2	37.6	14.9	4.7
CCc1ccc(C2=NN(c3ccc(S(N)(=O)=O)cc3)C(c3ccc(F)cc3)C2)cc1 (configuration not stated)	0.9	-1.8	0.6	-256.9	0.0	-0.3	-7.3	0.8	0.2	-1.8	0.9
Cc1cccc(C)c1NC(=S)N=Nc1c(O)n(C)c2ccc(S(=O)(=O)N3CCOCC3)cc12	-1.4	-0.2	-1.0	0.1	-1.8	-1.8	14.1	-1.6	-0.7	3.0	3.5
O=C(NNc1cc(Cl)ccc1Cl)c1cccnc1Cl	1.3	-0.7	-0.3	-0.7	-0.4	2.7	6.1	-1.6	-4.3	4.0	1.0
Fc1ccc(CSc2nnc(-c3cnccn3)n2Cc2ccco2)cc1	0.0	0.1	0.6	0.6	-1.4	0.6	-10.8	-1.2	-4.6	-17.9	5.0
COc1cc(S(=O)(=O)NCc2ccncc2)c(OC)cc1Cl	-3.5	-0.5	0.2	1.9	-1.2	-0.2	-1.1	-2.7	-3.4	1.1	0.1
CCCCNC(=O)Cc1ccc(Br)cc1	-0.8	-1.0	2.9	0.3	-1.1	-1.2	4.6	-1.4	-4.0	3.4	1.4
Nc1nc(SCC(=O)N2CCCCC2)[nH]c(=O)c1NC(=O)c1ccccc1F	0.7	-1.4	0.0	0.1	-0.5	-0.7	5.2	1.6	2.1	-1.6	-0.3
COc1cc(/C=N/NC(=O)C2COc3ccccc3O2)cc(OC)c1OC (configuration not stated)	-3.8	-0.4	-0.9	1.0	-1.0	-3.8	9.1	-2.3	2.2	-3.1	0.2
O=C(c1cn(-c2ccccc2)nc1-c1ccc(F)cc1)N1CCCCC1	-4.1	0.0	1.9	-0.1	-1.1	-4.3	-1.6	-1.5	2.8	-3.9	-0.8
CCOC(=O)c1c2c(n(C)c1C)C(=O)C(=O)c1ccc(Br)cc1-2	-3.4	-0.3	0.3	-0.1	-0.6	-3.4	3.0	-1.1	-7.4	-6.3	-2.9
CCOC(=O)/C(C#N)=C/c1cccn1-c1ccc(Cl)cc1	-1.9	0.2	.	-0.1	-0.9	5.4	-0.1	2.2	0.4	-7.0	1.4
CCN(Cc1ccccc1)C(=O)C(C)OC(=O)c1cc(S(=O)(=O)Nc2c(C)n(C)n(-c3ccccc3)c2=O)ccc1C (configuration not stated)	-3.6	0.1	1.4	0.5	-1.4	-5.6	-27.5	0.5	1.4	3.7	-1.0
CCn1cnc2cc(NCc3cccc(OC)c3O)ccc21	6.5	0.8	0.1	-0.5	-0.4	2.2	1.9	1.7	.	.	1.9
O=C1CCc2cc(S(=O)(=O)NCc3ccccc3Cl)cc3c2N1CC3	0.6	1.5	0.1	0.2	-1.2	-1.8	7.6	0.9	0.5	5.9	1.2
COC(=O)c1ccc(Oc2ccc3nnc(C)n3n2)cc1	0.2	-0.2	-0.1	0.0	-1.7	0.4	-2.4	-1.1	0.9	-4.2	0.8
CCCCCC(=O)Nc1ccc(S(=O)(=O)Nc2nccc(C)n2)cc1	-1.5	0.6	-0.4	0.5	-1.2	-1.6	-4.3	-1.4	-2.6	-0.8	0.5

Further structures:
SMILES	hgDAF-12 ag	DAX1 inh-1	DAX1 inh-2	proKLK7 act	ssDAF-12 act	SMARCA2 act	HGIII-sPLA2 inh	hcDAF-12 act	GC-A act	NPR2 activator	GAA850 FXN act
Cc1nnsc1-c1nnc(SCC(=O)c2ccc(C#N)cc2)n1C1CC1	-0.6	-0.1	-0.7	-0.9	-0.4	-0.7	-53.3	-0.8	-1.6	-3.9	-0.3
C[C@@H]1[C@H](O)[C@@H](C)/C=C/C=C/C=C/C=C/C=C/C=C/C=C/[C@H](OC2O[C@H](C)[C@@H](O)[C@H](N)[C@@H]2O)C[C@@H]2O[C@](O)(C[C@@H](O)C[C@@H](O)[C@H](O)CC[C@@H](O)C[C@@H](O)CC(=O)O[C@H]1C)C[C@H](O)[C@H]2C(=O)O (some centres not stated)	6.7	1.0	.	9.2	-0.7	-1.8	-67.6	-1.1	2.6	-8.8	.
Oc1ccc(/C=N/Nc2ncnc3c2ncn3Cc2ccccc2)cc1O	1.3	0.3	-0.4	-1.4	1.3*	0.2	-3.0	-2.0	-1.2	5.1	5.1
O=C(Cn1cc([N+](=O)[O-])cn1)N1CCc2ccccc21	-0.7	0.3	0.3	0.4	0.1	-1.6	8.9	1.5	1.1	-3.5	0.8
CCC(CO)Oc1cc(NCc2cccc(O)c2)c2ncn(C(C)C)c2c1 (configuration not stated)	-2.6	-0.5	-0.8	0.5	-1.5	0.4	-3.9	-1.4	0.3	-1.5	-1.7
CCC(=O)N(Cc1cc2ccc(C)cc2n2nnnc12)C1CCCCC1	-2.0	-0.1	2.9	0.2	-1.1	-2.0	4.0	-2.3	4.8	8.7	-1.7
CSc1ncccc1C(=O)NC(C)CCc1ccccc1 (configuration not stated)	-1.2	0.2	-0.3	0.3	-0.7	-0.6	-4.2	2.3	-2.2	6.1	-0.6
COc1ccc(-c2ccc(SCC(=O)c3ccc(F)cc3)nn2)cc1OC	-3.4	1.7	-1.0	-0.9	-1.4	0.1	-28.5	-1.5	0.7	5.2	0.8
CCc1nc(SCC(=O)Nc2ccc(OC)cc2[N+](=O)[O-])n[nH]1	-0.7	-1.2	0.6	-0.2	-0.8	-2.8	-8.3	-1.9	0.1	-0.3	-1.3
O=C(CC(C(=O)O)C1CCCO1)Nc1cccc(C(F)(F)F)c1 (configuration not stated)	-1.0	-0.3	2.0	-0.7	-1.5	-3.3	7.8	-0.5	4.9	5.4	1.8
COCCOC(=O)c1c(NC(=O)CN2CCOCC2)sc(C(N)=O)c1C	-1.5	0.3	-0.9	0.6	-1.1	2.5	4.4	1.3	-4.8	-4.1	-0.2
COc1cc(/C=C2\SC(=S)N(CCC(=O)Nc3ccccn3)C2=O)cc(OC)c1OC	-0.8	0.0	-2.0	0.2	-1.5	1.7	-1.6	-1.8	2.8	-1.4	-0.3
C[C@@H]1CN([C@H](C)CO)C(=O)CCCn2cc(nn2)CO[C@H]1CN(C)C(=O)Nc1ccc(N2CCCCC2)cc1	5.9	-0.3	.	0.4	-1.3	-5.9	4.8	-1.3	-2.0	7.8	.
CCOC(=O)c1cccnc1SC(CC)C(=O)NCc1ccco1 (configuration not stated)	-0.8	-0.5	-1.0	1.1	-0.8	-0.6	-4.6	-0.1	-0.4	-0.5	2.8
COc1ccc(-c2cncnc2N)cc1OC	3.0	0.4	0.7	-0.1	-1.1	0.5	1.8	0.1	1.7	1.9	-0.5
COc1n[nH]c(C(=O)Nc2cc(F)ccc2C)c1[N+](=O)[O-]	-1.7	-0.6	-0.2	-0.6	-1.4	-1.7	-4.7	-1.7	-0.5	-3.4	1.0
CC1Cn2c(nnc2-c2ccccc2O)S1 (configuration not stated)	-1.4	-0.5	1.4	-0.5	-0.1	-0.9	-1.1	0.7	0.5	0.7	0.4
O=C(c1ccncc1)N1CCN(C2CCC(c3ccccc3)CC2)CC1 (configuration not stated)	-0.7	0.2	-1.1	0.5	-1.0	-3.8	-6.7	0.7	2.4	2.5	1.1
O=C(COC(=O)c1cccs1)Nc1ccc(Cl)cn1	3.4	1.4	0.3	0.7	-1.1	0.0	-1.4	0.5	-1.5	-3.4	1.1
O=C(CSc1ccc(-c2ccccn2)nn1)NCc1ccc(Cl)cc1	0.1	0.6	3.1	0.4	-1.4	-0.5	2.8	-1.3	-4.6	-0.7	1.1
COCCNC(=O)CSc1nc2sc(C)c(C)c2c(=O)n1-c1ccccc1	-2.7	-0.4	.	0.3	-1.0	0.3	-3.2	-2.3	-9.4	-9.0	0.3

Compounds above that contain a CF3 group, in the order listed:
SMILES	hgDAF-12 ag	DAX1 inh-1	DAX1 inh-2	proKLK7 act	ssDAF-12 act	SMARCA2 act	HGIII-sPLA2 inh	hcDAF-12 act	GC-A act	NPR2 activator	GAA850 FXN act
O=C(CCNC(=O)C1CCN(S(=O)(=O)c2ccccc2)CC1)NCc1cccc(C(F)(F)F)c1	-2.2	-0.3	1.1	0.3	-1.2	-1.1	-4.1	-1.6	-4.3	-0.8	0.2
O=C(CC(C(=O)O)C1CCCO1)Nc1cccc(C(F)(F)F)c1 (configuration not stated)	-1.0	-0.3	2.0	-0.7	-1.5	-3.3	7.8	-0.5	4.9	5.4	1.8

As entered above.
`Oc1ccc(/C=N/Nc2ncnc3c2ncn3Cc2ccccc2)cc1O` | proKLK7 act = -1.4
`O=C(c1ccncc1)N1CCN(C2CCC(c3ccccc3)CC2)CC1` (configuration not stated) | hcDAF-12 act = 0.7
